Source: PubChem BioAssay (The Scripps Research Institute Molecular Screening Center)
TTR transcr act: TTR transcription activation, primary screen | SH-SY5Y TTR promoter Gaussia luciferase, luminescence; 100% = recombinant luciferase protein wells | activation, % at 16.7 µM | hit rate 1.3% among 92,000 | AID 1117267;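 active = activation above the mean of all tested compounds plus 3 SD, cut at about 9.5% in these data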;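 note: cells exposed to compounds for one day before reading; 0% = median of all test compound wells on the plate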
Active calls of the source: *. Not all compounds are listed (hit frequency here may not be typical).

Results for Cc1ccc2c(c1)nc1c3ccccc3nc(-c3ccccc3N)n21 ?
TTR transcr act: 2.6

Results for CN1C(=O)/C(=C/c2ccccc2F)Sc2ccc(C(=O)NCC3CCCO3)cc21 (configuration not stated) ?
TTR transcr act: -1.4

Results for Cc1cc(Nc2ccccc2)nn1C(=O)c1ccc(Cl)cc1 ?
TTR transcr act: -0.9

What do the screens show for `Cc1nn(Cc2ccc(Cl)cc2)c(C)c1NC(=O)c1cc(-c2ccco2)on1`?
TTR transcr act: 2.7

How did COCCn1nnnc1SCC(=O)NCc1ccc2c(c1)OCO2 do in these assays?
TTR transcr act: 2.1

Results for O=C(Nc1ccccc1F)C1CCCC1 ?
TTR transcr act: 2.1

Results for CCCC(=O)C1C(=O)CC(CC(C)SCC)CC1=O (configuration not stated) ?
TTR transcr act: 0.3

How did O=C1CSC(=Nc2ccccc2)N1Cc1ccccc1 do in these assays?
TTR transcr act: -0.8

Results for CCCCN(CC)CCNC(=O)c1[nH]c(C)c(C(C)=O)c1C ?
TTR transcr act: 0.8

What do the screens show for `COc1ccc([C@H]2C[C@H](O)[C@@H](n3cc(COC(=O)c4ccccc4)nn3)CN2CC2CCCCC2)cc1`?
TTR transcr act: 1.9

What do the screens show for `Cc1nn(C)c(C(=O)N/N=C/c2ccc(C(F)(F)F)cc2)c1[N+](=O)[O-]`?
TTR transcr act: 0.7

How did CS(=O)(=NS(=O)(=O)c1ccc(Cl)cc1)c1ccccc1 (configuration not stated) do in these assays?
TTR transcr act: -0.2

Results for CCOC(=O)Cc1csc(NC(=O)c2cccnc2)n1 ?
TTR transcr act: -0.1

What do the screens show for `O=C(Cc1csc(NC(=O)Nc2ccc(Cl)cc2)n1)NCc1ccccn1`?
TTR transcr act: -2.6

Results for O=C(c1cc(COc2ccc(F)cc2Cl)on1)N1CCC(c2ccncc2)CC1 ?
TTR transcr act: -3.0

How did COc1ccccc1N1CCN(C(=O)C(CC(C)C)NC(=O)C2CCCCC2)CC1 (configuration not stated) do in these assays?
TTR transcr act: 21.4*

What do the screens show for `O=C1CN(C(=O)COC(=O)C2CC(=O)N(Cc3ccco3)C2)c2ccccc2N1` (configuration not stated)?
TTR transcr act: 12.4*

Results for Clc1ccc(OCCN2CCCCC2)cc1Cl ?
TTR transcr act: 0.9

Results for COc1cc(/C=C/C(=O)OC[C@H]2O[C@H](OC3(CO)OC(CO)C(O)C3O)[C@H](O)[C@@H](O)[C@@H]2O)ccc1O (some centres not stated) ?
TTR transcr act: 0.2

Results for COc1ccccc1CCNC(=O)C(=O)NCC1OCCN1S(=O)(=O)c1ccc([N+](=O)[O-])cc1 (configuration not stated) ?
TTR transcr act: 4.0

How did CCCc1ccc(OCc2ccccc2)c2c(=O)cc(C(=O)OCC)oc12 do in these assays?
TTR transcr act: 0.1

How did CCOC(=O)[C@H]1[C@H]2COc3ccc(OC)cc3[C@@H]2N2C(=O)c3cc(OC)ccc3NC(=O)[C@@]12C do in these assays?
TTR transcr act: 0.4

What do the screens show for `C[C@@H]1CN([C@H](C)CO)C(=O)CCCn2nncc2CO[C@H]1CN(C)Cc1ccccc1C(F)(F)F`?
TTR transcr act: -1.3

Results for CCOc1ccc(-c2csc(N3CCC(C(N)=O)CC3)n2)cc1 ?
TTR transcr act: -2.3

How did COC(=O)CCN(Cc1ccccc1)S(=O)(=O)c1ccccc1Br do in these assays?
TTR transcr act: -1.8

Results for Cc1ccc(Cl)cc1NC(=O)CN1CCN(C(=O)C2CCCO2)CC1 (configuration not stated) ?
TTR transcr act: -0.3

How did O=C(NCc1cccs1)O[C@H]1CC[C@@]23CCCN2C(=O)CCC[C@H]3C1 do in these assays?
TTR transcr act: -0.1

How did CN(C)c1cccc(C(=O)NNC(=O)NC2CCCCC2)c1 do in these assays?
TTR transcr act: -1.0

Results for Cc1ccc(C)c(N2CCN(S(=O)(=O)c3cccc4cccnc34)CC2)c1 ?
TTR transcr act: 1.9

How did CC1(c2cccc(Br)c2)NC(=O)N(CC(=O)NCC2CCCO2)C1=O (configuration not stated) do in these assays?
TTR transcr act: -1.0

How did OCCOCCn1c(C2CCCN2c2nc(-c3ccc(F)cc3)cs2)nc2cc(C(F)(F)F)ccc21 (configuration not stated) do in these assays?
TTR transcr act: 6.0

Results for COc1ccc(-n2nc(C(=O)O)c3ccccc3c2=O)c(OC)c1 ?
TTR transcr act: -2.2

How did Cc1ccc(C(=O)OCC(=O)NCc2ccco2)cc1 do in these assays?
TTR transcr act: -1.3

How did CC1C(=O)OC2C1CCC1(C)C3(C)C(=O)C=CC213 (configuration not stated) do in these assays?
TTR transcr act: 0.0

What do the screens show for `O=C(CCCSc1nc2ccccc2[nH]1)Nc1ccccc1`?
TTR transcr act: -0.4

Results for c1ccc(-c2nn3c(-c4ccccc4)nnc3s2)cc1 ?
TTR transcr act: 2.8

How did COc1ccc(NC(=O)c2sc3nc(Cc4ccccc4)cc(C(F)(F)F)c3c2N)cc1OC do in these assays?
TTR transcr act: -0.5

Results for Cc1cc(Nc2ccc(O)cc2)n2c(nc3ccccc32)c1C#N ?
TTR transcr act: 0.2

Results for COc1ccc(C(=O)Nc2ccc(C(=O)NCC3CCCO3)cc2)c(OC)c1OC (configuration not stated) ?
TTR transcr act: -1.7

What do the screens show for `O=C(NCc1ccc2c(c1)OCO2)C1CCCN(S(=O)(=O)c2cccs2)C1` (configuration not stated)?
TTR transcr act: 0.2

What do the screens show for `CCOC(=O)c1c(N)sc(C(O)(C(F)(F)F)C(F)(F)F)c1-c1ccc(F)cc1`?
TTR transcr act: -1.8

How did CCC(=O)c1ccc(OCc2ccccc2)c(OC)c1 do in these assays?
TTR transcr act: -2.9

How did CCCCN(C(=O)C1=COCCO1)c1c(N)n(CCC)c(=O)[nH]c1=O do in these assays?
TTR transcr act: 1.8

Results for NC(=O)c1ccccc1OCC(=O)Nc1ccc2c(c1)CCC2 ?
TTR transcr act: -2.9

Results for COCCNC(=O)C1(C)Cc2c(-c3ccc(NC(C)=O)cc3)ccnc2O1 (configuration not stated) ?
TTR transcr act: -0.5

What do the screens show for `CCOC(=O)c1cccc(NC(=O)CSc2nc3ccccc3c(=O)n2CC)c1`?
TTR transcr act: -1.5

What do the screens show for `O=C(NC(=S)Nc1ccccc1C(=O)O)c1cncc(Br)c1`?
TTR transcr act: 1.1

How did COCCn1c(C)cc(C(=O)COC(=O)c2cccc(O)c2)c1C do in these assays?
TTR transcr act: 1.4

What do the screens show for `O=C1/C(=C/c2ccncc2)N=C2CCCCCN12`?
TTR transcr act: 47.2*

How did Cc1ccc(C)c(NC(=S)NNC(=O)c2csc(C)c2)c1 do in these assays?
TTR transcr act: 4.4

Results for O=C(c1ccc(C#CC2(O)CCCCC2)cc1)N1CCOCC1 ?
TTR transcr act: -1.8

How did COc1ccc(Cl)cc1NC(=O)/C=C\C(=O)O do in these assays?
TTR transcr act: -1.6

Results for COc1ccc(CCN(Cc2nc(-c3ccccc3)no2)Cc2nc(-c3ccccc3)no2)cc1OC ?
TTR transcr act: -1.4

How did COC(=O)[C@@]1(Cc2ccc(OC)cc2)[C@H]2c3cc(C(=O)N4CCCC4)n(Cc4cc(C)n(C)n4)c3C[C@H]2CN1C(=O)c1ccccc1 do in these assays?
TTR transcr act: -0.8

How did O=C(c1cc(=O)c2ccccc2o1)N1CCN(c2ccccc2F)CC1 do in these assays?
TTR transcr act: -0.4

What do the screens show for `Cc1nc(NCCc2ccccc2)c2nnn(Cc3ccccc3)c2n1`?
TTR transcr act: 2.1

How did CCn1c(SC(C)C(=O)Nc2nnc(C)s2)nnc1-c1ccco1 (configuration not stated) do in these assays?
TTR transcr act: -1.3

Results for CCOC(=O)NC(=O)/C(C#N)=N\Nc1cccc(Cl)c1 ?
TTR transcr act: 1.9

How did CCOC(=O)CN1C(=O)COc2ccc(Cl)cc21 do in these assays?
TTR transcr act: 1.4

How did Nc1nn(S(=O)(=O)c2cccc3nsnc23)cc1-c1ccc(Br)cc1 do in these assays?
TTR transcr act: 0.4

Quoted at random: 5 entries already listed.
What do the screens show for `O=C1/C(=C/c2ccncc2)N=C2CCCCCN12`?
TTR transcr act: 47.2*

How did CCCCN(C(=O)C1=COCCO1)c1c(N)n(CCC)c(=O)[nH]c1=O do in these assays?
TTR transcr act: 1.8

Results for CCOC(=O)NC(=O)/C(C#N)=N\Nc1cccc(Cl)c1 ?
TTR transcr act: 1.9

How did CCn1c(SC(C)C(=O)Nc2nnc(C)s2)nnc1-c1ccco1 (configuration not stated) do in these assays?
TTR transcr act: -1.3

What do the screens show for `CCOC(=O)c1cccc(NC(=O)CSc2nc3ccccc3c(=O)n2CC)c1`?
TTR transcr act: -1.5

Next structures.
What do the screens show for `Cc1ccc(S(=O)(=O)N2CCN(C(=O)CC(C)n3cncn3)CC2)cc1C` (configuration not stated)?
TTR transcr act: -0.4

How did COCc1cc(C)nc2sc(C(=O)N3CCN(c4ccccc4)CC3)c(N)c12 do in these assays?
TTR transcr act: 1.3

Results for COC(=O)c1cccc(Cn2ccc3ccc(-c4ccc5ccn(C(=O)C6CCCCC6)c5c4)cc32)c1 ?
TTR transcr act: 1.8

Results for O=C1C(NS(=O)(=O)c2cccs2)=C(N2CCN(c3ccccc3)CC2)C(=O)c2ccccc21 ?
TTR transcr act: 1.1

What do the screens show for `COC1OC(O)C(NC(=O)C(F)(F)F)CC1O` (configuration not stated)?
TTR transcr act: 2.2

Results for O=c1oc2ccccc2c(Nc2ccc(Cl)cc2)c1[N+](=O)[O-] ?
TTR transcr act: -4.8

What do the screens show for `CN(C)C(CNC(=S)Nc1ccccc1Cl)c1cccnc1` (configuration not stated)?
TTR transcr act: 0.7

Results for O=C(NCCCN1CCCC1=O)c1cc(S(=O)(=O)N2CCN(c3ccccc3)CC2)ccc1Cl ?
TTR transcr act: -0.3

How did COc1ccccc1OCCCCCc1c(C)n[nH]c1C do in these assays?
TTR transcr act: -2.3

What do the screens show for `COc1ccc(N2CCN(CC(O)COc3ccc([N+](=O)[O-])cc3)CC2)cc1` (configuration not stated)?
TTR transcr act: -0.5

What do the screens show for `C#CCOc1coc(COC(=O)c2ccccc2)cc1=O`?
TTR transcr act: 0.3

Results for CNC(=S)N(Cc1ccc2c(c1)OCO2)C1CC(=O)N(c2ccccc2)C1=O (configuration not stated) ?
TTR transcr act: -0.1

Results for FC(F)(F)c1cccc(N2CCN(c3nnnn3-c3ccccc3)CC2)c1 ?
TTR transcr act: 7.0

How did COc1ccc(OC)c(CNc2nc3ccccc3n2CCN2CCCCC2)c1 do in these assays?
TTR transcr act: 0.1

What do the screens show for `CCOc1cc(C(=O)OCC(=O)Nc2cc(C)on2)ccc1OCC(C)C`?
TTR transcr act: 1.1

Results for C=CCN(C(=O)c1csnn1)C(C(=O)NCc1ccc(F)cc1)c1ccccc1 (configuration not stated) ?
TTR transcr act: -2.0

Results for CCS(=O)(=O)c1nc(S(=O)(=O)c2ccc(C)cc2)c(NCCCN2CCOCC2)s1 ?
TTR transcr act: 2.3

What do the screens show for `Cc1sc2ncn(CC(=O)OC(C)C(=O)NC(C)(C)C)c(=O)c2c1C` (configuration not stated)?
TTR transcr act: 0.3

What do the screens show for `COC(=O)c1sccc1NC(=O)C1CC(C)=C(C)CC1C(=O)O` (configuration not stated)?
TTR transcr act: 0.8

How did CCOc1ccccc1N1CCN(Cc2ccc(OC)c(OC)c2OC)CC1 do in these assays?
TTR transcr act: -0.2

What do the screens show for `CC(C)(C)OC(=O)NCCCCCNC(=O)c1nc[nH]c1C(=O)NCc1ccccc1`?
TTR transcr act: -2.2

How did CN(C(=O)c1ccccc1C(=O)OCC(=O)Nc1ccc(OC(F)F)cc1)c1ccccc1 do in these assays?
TTR transcr act: -0.2

What do the screens show for `Cn1c(SCc2ccccc2)nnc1-c1ccc2nonc2c1`?
TTR transcr act: 1.0

Results for COc1ccc(OC)c2c1nc1n2CCS1 ?
TTR transcr act: -0.1

Results for O=C(CCSc1ccccc1)Nc1nnc(-c2ccccc2)o1 ?
TTR transcr act: 1.5

How did CCCN1CCN(S(=O)(=O)c2ccc(OC)c(Br)c2)CC1 do in these assays?
TTR transcr act: 6.7

What do the screens show for `CC(=O)c1cccc(NC(=O)CCCSc2ccccc2)c1`?
TTR transcr act: 0.0

What do the screens show for `COc1ccccc1NC(=S)NCCN1CCOCC1`?
TTR transcr act: 1.4

How did CC(C)NC(=S)N/N=C/c1cccs1 do in these assays?
TTR transcr act: 1.6

What do the screens show for `O=C(NCCc1c[nH]c2ccccc12)/C(=C\c1cccnc1)NC(=O)c1ccccc1Br`?
TTR transcr act: -0.7

Results for CC1CN(c2ccccc2)CCN1C(=O)c1cc(COc2c(F)cccc2F)on1 (configuration not stated) ?
TTR transcr act: -3.0

What do the screens show for `CC1CN(Cc2cn(C)nc2-c2ccc(Oc3ccccc3)cc2)CCN1C` (configuration not stated)?
TTR transcr act: 0.8

How did COC(=O)[C@@]1(Cc2ccc(F)cc2)[C@H]2c3cc(C(=O)N4CCCC4)n(CCc4c[nH]c5ccc(OC)cc45)c3C[C@H]2CN1C(=O)c1ccccc1 do in these assays?
TTR transcr act: 0.1

Results for COc1ccc(CN2CCN(CC3CC3)CC2CCO)cc1C (configuration not stated) ?
TTR transcr act: 3.5

How did COCCCN1C(=O)C(CC(=O)NCc2cccc3ccccc23)CC(C(=O)N(C)C)=C1C (configuration not stated) do in these assays?
TTR transcr act: -0.7

Of the compounds above, these have a nitro group on carbon:
What do the screens show for `Cc1nn(C)c(C(=O)N/N=C/c2ccc(C(F)(F)F)cc2)c1[N+](=O)[O-]`?
TTR transcr act: 0.7

Results for COc1ccccc1CCNC(=O)C(=O)NCC1OCCN1S(=O)(=O)c1ccc([N+](=O)[O-])cc1 (configuration not stated) ?
TTR transcr act: 4.0

Results for O=c1oc2ccccc2c(Nc2ccc(Cl)cc2)c1[N+](=O)[O-] ?
TTR transcr act: -4.8

What do the screens show for `COc1ccc(N2CCN(CC(O)COc3ccc([N+](=O)[O-])cc3)CC2)cc1` (configuration not stated)?
TTR transcr act: -0.5
